# Screening data deposited in PubChem by Sanford-Burnham Center for Chemical Genomics.
# Jurkat NFkB inh = lowers PMA/ionomycin-induced NF-kB signal in Jurkat cells | PMA/ionomycin-induced NF-kB luciferase reporter, luminescence | inhibition, % at 4 µM | actives 0.53% (n = 330,000) | AID 435003; in the data active = inhibition above about 50%
# APJ antagonist = blocks the human apelin receptor APJ | CHO-K1 APJ beta-arrestin complementation, luminescence | inhibition, % at 20 µM | actives 0.32% (n = 330,000) | AID 2521;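 active = inhibition above about 40% at 20 µM, limit read from the data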;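 note: cells challenged with 10 nM apelin-13 agonist together with compound; plate controls were apelin-13 plus DMSO wells for no effect and DMSO wells lacking apelin-13 for full effect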
# Target sequence (P35414 whole entry, looked up): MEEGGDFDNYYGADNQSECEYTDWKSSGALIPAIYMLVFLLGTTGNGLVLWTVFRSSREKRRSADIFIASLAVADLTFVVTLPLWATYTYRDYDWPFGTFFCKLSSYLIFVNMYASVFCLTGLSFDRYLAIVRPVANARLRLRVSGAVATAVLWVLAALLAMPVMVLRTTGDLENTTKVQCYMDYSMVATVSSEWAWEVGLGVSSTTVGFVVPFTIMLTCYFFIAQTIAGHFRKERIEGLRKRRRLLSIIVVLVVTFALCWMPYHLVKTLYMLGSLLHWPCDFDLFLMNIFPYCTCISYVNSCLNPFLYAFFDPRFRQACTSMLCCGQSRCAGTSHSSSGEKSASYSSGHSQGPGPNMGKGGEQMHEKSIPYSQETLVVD
# CXCR6 block = CXCR6 (human) receptor inhibition. CHO-K1 PathHunter CXCR6 beta-arrestin, luminescence. inhibition, % at 20 µM. actives 0.36% (n = 360,000); in the data active = inhibition above about 34%, passing the limit was not always enough;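 note: antagonist mode with CXCL16 agonist at 10 nM final; 0% = 10 nM CXCL16 with DMSO and 100% = unstimulated wells without agonist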
# Target sequence (O00574 whole entry, looked up): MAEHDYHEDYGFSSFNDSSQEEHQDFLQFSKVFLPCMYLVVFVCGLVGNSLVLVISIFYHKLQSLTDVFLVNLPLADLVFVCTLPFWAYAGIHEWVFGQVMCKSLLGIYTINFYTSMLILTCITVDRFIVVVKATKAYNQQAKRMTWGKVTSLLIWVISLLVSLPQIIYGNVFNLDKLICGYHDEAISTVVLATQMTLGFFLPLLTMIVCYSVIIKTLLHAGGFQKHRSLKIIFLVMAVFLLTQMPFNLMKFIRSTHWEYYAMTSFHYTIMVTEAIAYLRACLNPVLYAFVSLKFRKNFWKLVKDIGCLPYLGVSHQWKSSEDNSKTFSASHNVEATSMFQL
# Gli-Sufu antag = blocks Gli-Sufu signaling in a luciferase reporter; Sufu-KO-LIGHT fibroblasts, Gli luciferase reporter luminescence; inhibition, % at 5 µM; actives 0.74% (n = 340,000);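 active = inhibition above about 55%, limit read from the data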;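 note: 0% = DMSO-treated cells and 100% = wells with medium but no cells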
# UBC13 inh = human UBC13 polyubiquitination inhibition | actives 0.47% (n = 330,000) | P61088 | AID 485273 | UBC13 polyubiquitin chain formation, TR-FRET | inhibition, % at 20 µM; in the data active = inhibition above about 45%, passing the limit was not always enough
# Target sequence (P61088 whole entry, looked up): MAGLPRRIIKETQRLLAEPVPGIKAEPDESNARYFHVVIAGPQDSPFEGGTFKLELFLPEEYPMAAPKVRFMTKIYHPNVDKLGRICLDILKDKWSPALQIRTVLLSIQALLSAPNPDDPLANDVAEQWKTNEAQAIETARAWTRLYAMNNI
# EBI2 block = antagonists of human EBI2 receptor; inhibition, % at 5 µM; actives 0.81% (n = 360,000); P32249; EBI2 beta-arrestin recruitment, luminescence, 7a,25-OHC stimulated; AID 651636; in the data active = inhibition above about 38%;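 note: enzyme fragment complementation signal reports receptor beta-arrestin coupling in cells; 0% = agonist plus DMSO wells and 100% = wells without agonist; some results beyond the cut were filed as inactive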
# 697 NFkB inh = lowers PMA/ionomycin-induced NF-kB signal in 697 B cells. 697 B-cell NF-kB luciferase reporter, 16 h. inhibition, % at 4 µM. actives 0.33% (n = 330,000); in the data active = inhibition above about 35%
# CCR6 antag = CCR6 (human) receptor antagonism; P51684; CHO-K1 CCR6 PathHunter beta-arrestin, luminescence, CCL20-stimulated; inhibition, % at 20 µM; actives 0.49% (n = 340,000); AID 493098;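 active = compounds whose inhibition of the agonist-driven luminescence signal at 20 µM reaches about 50%, limit read from the data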;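 note: cells stimulated with CCL20 at 14 nM final; plate controls were DMSO with CCL20 for no effect and DMSO without agonist for full effect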
# An asterisk follows results filed as active; . = no result given; & = joins results of further samples. Not a hit list, and some 3% of all compounds hit somewhere here.
canonical_smiles	Jurkat NFkB inh	APJ antagonist	CXCR6 block	Gli-Sufu antag	UBC13 inh	EBI2 block	697 NFkB inh	CCR6 antag
O=C1c2ccccc2C(=O)N1CCCCSc1nnnn1-c1ccccc1	5	17	1	7	2	-5	23	12
COc1cc2nc3occc3c(OC)c2cc1OC	7	11	1	-10	2	-3	24	9
Cc1nc(-c2ccc(F)cc2)c(CC(=O)N2CCN(S(=O)(=O)c3cccc(Cl)c3)CC2)s1	13	1	3	6	0	12	10	9
Cn1c2ccccc2c2ncn(Cc3ccc(F)cc3)c(=O)c21	-15	6	-18	13	2	7	-34	1
COc1ccc(/C=N/NC(=O)c2ccco2)cc1OCc1ccccc1	2	6	-4	-6	-6	0	9	-17
O=C(COC(=O)Cn1cnc2ccccc2c1=O)NCC12CC3CC(CC(C3)C1)C2	-2	-12	4	-2	17	-9	22	-15
COC(=O)c1cc(Br)c(=O)n(CCN2CCCCC2)c1	-6	6	-4	4	10	-7	7	25
Nc1nonc1-n1nnc(C(=O)N/N=C/c2ccc(Br)cc2)c1-c1ccc2c(c1)OCO2	-5	-13	-9	2	7	11	17	-8
COc1ccc(C(C)(C)C)cc1NC(=O)C1CC=CCC1C(=O)O (stereo unspecified)	-15	8	5	-3	4	-6	4	9
Cc1cc(SCC(=O)OCC(=O)NCC2CCCO2)c(C)cc1Br (stereo unspecified)	-9	19	-3	-5	5	-3	0	-1
COc1cccc(CN(C)C(=O)c2ccc(OCC(=O)N3CCOCC3)c(OC)c2)c1	1	3	1	6	5	4	9	4
O=C(COC(=O)C1CCN(S(=O)(=O)c2cccs2)CC1)c1ccc2c(c1)OCCO2	-13	12	-9	-4	-2	1	-21	10
CCCC(C)NC(=O)c1ccc(OCc2ccc(Cl)cc2)c(OC)c1 (stereo unspecified)	.	.	4	-16	.	20	.	-3
CCOC(=O)c1c(C)[nH]c(C)c1C(=O)COC(=O)c1cc2ccccc2cc1O	-5	-5	8	-5	-5	18	0	19
O=C(NCCCN1CCCC1=O)c1ccc(S(=O)(=O)Nc2ccccc2F)cc1	9	9	-10	-6	-8	-4	-4	0
CCOC(=O)N1CCN(CCC(=O)Nc2cc([N+](=O)[O-])ccc2OC)CC1	9	9	-6	-8	3	1	9	0
O=C(c1cccc(Oc2ccccc2)c1)N1CCN(c2ccccn2)CC1	-1	17	-2	16	8	-3	12	0
COc1ccc2[nH]c(=O)c(CN(C)C(=O)C3CCCCC3)cc2c1	3	6	1	-1	-3	-18	-3	14
N#CCSc1nnc(-c2cnccn2)n1Cc1ccccc1	-6	0	3	2	2	10	-11	-10
CCN(c1ccccc1)S(=O)(=O)c1ccc2[nH]cc(C(=O)N3CCOCC3)c(=O)c2c1	10	3	-3	1	2	-5	10	11
Cc1nc2ccccc2c(=O)n1/N=C/c1ccccn1	7	24	-2	-27	-4	-1	-15	10
O=C(c1ccc2oc(CCCc3ccccc3)nc2c1)N1CCCC1	-102	15	1	-49	1	4	-105	20
O=C(CN1C(=O)C2CC=CCC2C1=O)OCC(=O)c1ccc(Cl)c([N+](=O)[O-])c1 (stereo unspecified)	15	79*	58*	7	-6	14	-7	79*
CC(=O)Oc1ccc(C(=O)Nc2cccnc2)cc1	6	3	-7	51	1	-2	-12	3
Cn1cc(C(=O)N2CCN(c3cccc(Cl)c3)CC2)c(=O)c2cc(S(=O)(=O)N3CCOCC3)ccc21	11	6	3	15	6	6	4	13

# Following part.
canonical_smiles	Jurkat NFkB inh	APJ antagonist	CXCR6 block	Gli-Sufu antag	UBC13 inh	EBI2 block	697 NFkB inh	CCR6 antag
CN(CCc1ccccn1)C(=O)CCC1CCCN(C(=O)c2ccccn2)C1 (stereo unspecified)	-4	-6	-2	-13	-13	-1	19	-3
CC12CN3CCN(CC(C3)/C1=N\NC(=O)c1ccccc1N)C2	-28	14	-10	-2	10	-6	-6	11
Cc1cc(N)n(-c2ccc(S(N)(=O)=O)cc2[N+](=O)[O-])n1	-11	-1	7	-14	-3	-3	13	0
CC(C)Oc1ccc(S(=O)(=O)N2CCOCC2)cc1NC(=O)C1CCCC1	-8	-14	0	1	-3	2	-13	-2
COc1ccccc1C(=O)NNC(=O)c1cccc(C)c1	-40	4	0	-53	3	-13	-43	-2
CCCc1nc(N)nc2c1C(=O)CC(C)(C)C2	-18	15	1	78*	-2	-2	-29	8
O=C(Nc1cccc(S(=O)(=O)N2CCCC2)c1)c1cc(S(=O)(=O)N2CCOCC2)ccc1F	-4	-27	-1	-3	2	-8	18	12
Cc1cc(C)cc(-n2cc(C(=O)O)c(=O)cc2C)c1	-9	6	-7	4	-10	-4	-10	2
CCOC(=O)c1ccc(NC(=O)C(C)NS(=O)(=O)c2ccc(OC)cc2)cc1 (stereo unspecified)	7	-6	-4	-32	-6	5	-2	-2
CCCN1C2CCCC1CC(NC(=O)c1ccccc1)C2 (stereo unspecified)	-4	22	-1	8	-10	-12	-20	0
Cc1cccc(NC(=S)N(CCN(C)C)Cc2cccs2)c1	-2	-2	8	-7	4	-4	4	9
O=C(Nc1ccc(Cl)cn1)Nc1ccccc1F	-48	-3	0	-35	-1	-7	-42	-5
Cc1cc(C)nc(NS(=O)(=O)c2ccc(NC(=O)c3ccccc3C)cc2)n1	10	13	-10	-2	-6	4	11	8
O=C(CSc1nc2ccccc2[nH]1)Nc1ccccc1N1CCOCC1	-7	17	-3	3	5	3	6	12
Cc1ccccc1S(=O)(=O)Cc1ccc(C(=O)NC2CCCCC2)o1	-5	0	1	-2	1	12	-2	-1
O=C(/C=C/c1ccc(OC(F)F)cc1)OCC(=O)N1CCc2ccccc21	15	6	-4	-12	6	2	11	-2
O=C(/C=C/c1ccc(Cl)cc1)N1CCN(c2ccccc2[N+](=O)[O-])CC1	10	5	-1	4	6	93*	-26	8
CC(C)C(C(=O)Nc1cccnc1)N1C(=O)c2ccccc2C1=O (stereo unspecified)	3	0	1	5	1	-7	22	7
CSc1ncccc1C(=O)OCC(=O)NC(=O)NCCC(C)C	-2	-14	7	4	-1	2	-1	8
COc1ccc(/C=C/C(=O)Oc2cccc(/C=N/NC(=O)Cc3ccc(Br)cc3)c2)cc1	-1	-25	5	-62	0	7	-133	6
Cc1ccc(S(=O)(=O)Cn2nnnc2C(CC(C)C)N2CCN(C(=O)c3ccco3)CC2)cc1 (stereo unspecified)	-2	-2	6	2	-4	1	14	3
Cc1cc(C)c(C(=O)Nc2ccc(C)c(C)c2)c(CC(C)(C)C(=O)O)c1	-2	8	-1	0	4	-4	1	-4
NS(=O)(=O)c1ccc(CCNC(=O)Cc2cccs2)cc1	-4	-13	0	-3	-4	-5	3	16
COc1ccc(S(=O)(=O)NCCCn2ccnc2)cc1C(C)(C)C	4	6	14	1	1	-2	5	17
O=C(NCc1cccnc1)C1CCN(S(=O)(=O)c2cccs2)CC1	13	-38	3	3	6	-4	17	-1

# (cont.)
canonical_smiles	Jurkat NFkB inh	APJ antagonist	CXCR6 block	Gli-Sufu antag	UBC13 inh	EBI2 block	697 NFkB inh	CCR6 antag
Cc1ccc(N2CC(C(=O)NCCS(=O)(=O)N3CCN(c4ccccc4)CC3)CC2=O)cc1C (stereo unspecified)	12	1	1	0	-8	4	5	-14
COc1ccc(CNC(=O)CN(C(=O)CCC(=O)Nc2ccccn2)c2ccccc2OC)cc1	-3	14	4	-3	1	-5	-14	16
Cc1ccc(NC(=O)c2ccccn2)cc1S(=O)(=O)N1CCOCC1	5	2	2	-3	-10	-4	-5	-5
COc1ccc(OCCC(=O)Nc2ccccc2)cc1	-21	-6	0	11	-5	0	-34	8
C[n+]1c2cc(N)ccc2cc2ccc(N)cc21	.	.	-4&2	20&0	.	-7&-2	.	1&4
COc1ccccc1-c1c(C)nn2c(-c3ccccc3)cc(C)nc12	21	-6	6	16	12	7	-69	21
O=C(C1CCCO1)N(Cc1ccccc1)c1ccccc1 (stereo unspecified)	3	6	4	4	4	-8	25	2
COc1ccc(S(=O)(=O)NC(C(=O)NCCc2ccccn2)C(C)C)cc1 (stereo unspecified)	-11	-10	-4	0	1	-3	6	3
O=C(Nc1cccc(C(F)(F)F)c1)c1ccc(-n2cncn2)nc1	17	-7	-2	11	3	0	0	5
COc1cc(-c2nnc(SCC(=O)/C(C#N)=C(\C)N)o2)cc(OC)c1OC	13	-2	-1	18	4	9	29	13
CCOc1cc(C)c(Cl)cc1S(=O)(=O)n1cnc2ccccc21	-13	-1	1	4	5	0	4	9
Cc1cc(Oc2ccccc2F)nc(NCc2ccccc2)n1	18	1	4	19	11	1	-12	16
CNC(=O)CSc1nnc(-c2cc(C)cc(C)c2)o1	10	23	1	3	1	-7	16	-8
O=C(CSc1nnc(CNc2cccc(Cl)c2)o1)OC1CCCCC1	-2	12	-4	0	6	2	-1	-20
CCn1c(SCC(=O)N2CCN(c3ccccc3)CC2)nnc1-c1c[nH]c2ccccc12	15	-16	-4	6	4	-8	-15	4
Cc1cccc(NNC(=O)C2CCC2)c1	9	20	-9	-3	-2	-5	25	7
Cc1c(NC(=O)CN2CCN(c3ccccc3)CC2)c(=O)n(-c2ccccc2)n1C	-5	-7	6	7	7	-4	10	7
Nn1c(Cc2ccccc2)nnc1Cc1ccccc1	.	.	3	-1	.	4	.	1
CCc1c(C(=O)Nc2cc(C)cc(C)c2)[nH]c(C)c1C(C)=O	11	5	-4	10	-2	6	9	18
Cc1ccc(NC(=O)c2ncn(CC(=O)NCc3ccccc3)n2)cc1C	.	.	1	-13	.	-6	8	16
CN(C)S(=O)(=O)c1ccc(C(=O)Nc2nnc(SCC(=O)NCC3CCCO3)s2)cc1 (stereo unspecified)	-13	10	-3	-3	-1	-6	-15	11
COc1ccccc1CNC(=O)CN1C(=O)c2ccc([N+](=O)[O-])cc2C1=O	-37	-11	-10	18	-6	-8	-22	-4
COC(=O)c1ccccc1S(=O)(=O)N1CCC(C(=O)NCc2ccco2)CC1	5	-2	-2	-5	11	-10	7	-8
OCc1cc(-c2ccc(Cl)c(Cl)c2)on1	-2	-3	-9	-1	-5	-3	-3	-2
COCCN(C(=O)CCC(=O)Nc1nccs1)C(C(=O)NC(C)(C)C)c1ccc(F)cc1 (stereo unspecified)	7	7	-1	0	7	7	24	4

# (listing goes on)
canonical_smiles	Jurkat NFkB inh	APJ antagonist	CXCR6 block	Gli-Sufu antag	UBC13 inh	EBI2 block	697 NFkB inh	CCR6 antag
CCOc1ccc(N(CC(=O)NCCc2ccc(Cl)cc2)S(=O)(=O)c2c(C)[nH]c(=O)[nH]c2=O)cc1	-7	-25	-1	6	-16	21	-28	-4
COc1ccc(Cc2nnc(NC(=O)c3cc(OC)c(OC)c(OC)c3)s2)cc1OC	-3	5	-6	0	-4	-6	24	11
CC(C)CNC(=O)CSc1nc(-c2cccs2)cc(C(F)(F)F)n1	-3	10	0	12	0	-1	-1	0
COc1ccccc1/C=N/n1c(C)nnc1-n1nc(C)cc1C	-4	-30	-6	3	-5	-3	8	-5
COC(=O)c1c(-c2ccc3ccccc3c2)csc1NC(=O)Cc1ccc(OC)c(OC)c1	28	0	-6	11	-2	4	-4	-23
CCOC(=O)c1oc2ccc3c(c2c1C)C(=O)CC1(CCN(C(=O)OCC)CC1)O3	-1	7	-1	2	-6	-4	-41	24
COc1cc([N+](=O)[O-])ccc1NC(=O)CSc1nccn1C	-7	-13	2	28	-8	-3	7	4
Cc1ccccc1NC(=O)c1cccc2nccnc12	-12	16	-12	-1	19	1	17	11

# Entries above containing a CF3 group (two):
canonical_smiles	Jurkat NFkB inh	APJ antagonist	CXCR6 block	Gli-Sufu antag	UBC13 inh	EBI2 block	697 NFkB inh	CCR6 antag
O=C(Nc1cccc(C(F)(F)F)c1)c1ccc(-n2cncn2)nc1	17	-7	-2	11	3	0	0	5
CC(C)CNC(=O)CSc1nc(-c2cccs2)cc(C(F)(F)F)n1	-3	10	0	12	0	-1	-1	0
